Assay outcomes deposited in PubChem by Fisher Drug Discovery Resource Center.
mcGAS inh – mouse cGAS inhibition by luminescence | recombinant cGAS, Kinase-Glo ATP depletion luminescence | inhibition, % at 12.5 µM | Q8C6L5 | hit rate 0.15% among 160,000 | AID 1259399;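 further: 0% = negative control wells and 100% = reference inhibitor with no enzyme activity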
hcGAS lum – human cGAS inhibition; Q8N884; recombinant h-cGAS, ATP depletion, Kinase-Glo luminescence; inhibition, % at 12.5 µM; hit rate 0.081% among 290,000;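 further: 0% = vehicle reaction and 100% = reaction without DNA for no activity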
Target sequence (Q8N884 whole entry, looked up): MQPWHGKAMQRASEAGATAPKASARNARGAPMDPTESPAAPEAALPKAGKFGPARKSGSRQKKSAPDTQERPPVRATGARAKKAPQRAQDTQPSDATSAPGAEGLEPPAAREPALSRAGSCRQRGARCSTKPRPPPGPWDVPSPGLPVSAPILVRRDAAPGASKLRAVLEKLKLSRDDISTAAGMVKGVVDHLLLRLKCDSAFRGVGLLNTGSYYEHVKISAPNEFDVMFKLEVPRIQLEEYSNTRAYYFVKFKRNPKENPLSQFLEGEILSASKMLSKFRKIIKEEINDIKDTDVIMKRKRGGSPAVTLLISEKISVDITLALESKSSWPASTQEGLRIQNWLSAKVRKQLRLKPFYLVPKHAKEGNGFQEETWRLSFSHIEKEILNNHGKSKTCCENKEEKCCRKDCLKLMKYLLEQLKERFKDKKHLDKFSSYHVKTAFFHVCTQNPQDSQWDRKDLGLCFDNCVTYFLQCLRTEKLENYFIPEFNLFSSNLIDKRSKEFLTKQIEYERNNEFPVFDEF
NPYLR7 ag – mosquito NPYLR7 agonism; AID 1259423; activation, % at 10 µM; hit rate 0.15% among 270,000; HEK293T NPYLR7/Galpha15, GCaMP6s calcium fluorescence; in the data active means activation above about 40%;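 further: 0% = vehicle and 100% = reference agonist at the receptor; some compounds past the cut are filed as inactive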
* marks the source's active call; other numbers are inactive results; . = not tested or not shown; & = joins results of further samples. Unless noted, no stated cut-off is given here; in the data, active means inhibition above about 40%; inactive means the rest.

SMILES,hcGAS lum,mcGAS inh,NPYLR7 ag
CN1C(=O)COc2ccccc2CCNC(=O)C1Cc1ccc(OCCO)cc1 (stereo unspecified),-3,-7,4
COC(=O)C1=C(C)N(Cc2ccccc2)C(=O)NC1c1ccc(OC)c(OC)c1 (stereo unspecified),-5,-7,12
COc1ccccc1C(=O)OCC(=O)c1cccc([N+](=O)[O-])c1,-7,.,0
COc1ccc(Cl)cc1N,-7,.,-14
CCC(CC)C(=O)NCCn1ncc2c(N3CCCC3)nc(SC)nc21,-3,-5,.
COc1cccc(C(=O)N(Cc2c(-c3ccc(C)cc3)noc2N2CCCC2)C(C)C)c1,0,1,-2
CN(C)C(=O)CN(C)c1nc(CN2CCCCC2)nc2sc3c(c12)CCCC3,-2,-7,7
CCn1nc(C)c(NC(=O)CN2CCCC(Oc3ccc(F)cc3)C2)c1C (stereo unspecified),-6,-11,-5
COCc1cc(N(C)CCc2ccc(OC)c(OC)c2)nc(SCc2ccc(C(=O)O)o2)n1,2,0,-10
CCN(CC)CCn1c2c(c(SCC(=O)Nc3cccc4ccccc34)nc1=O)CCC2,1,-7,-3

Next section.
SMILES,hcGAS lum,mcGAS inh,NPYLR7 ag
O=[N+]([O-])c1ccc(NS(=O)(=O)c2ccc(Br)cc2)cc1,-2,-5,0
CCOc1ccc(CN2CCn3cccc3C2C)cc1CO (stereo unspecified),-10,-11,13
CN(C)CCOC(=O)C12CC3CC(C1)CC(C(=O)OCCN(C)C)(C3)C2,-3,-4,2
CCc1cc(N2CCN(c3ccccc3Cl)CC2)nc(SCc2cccc(C(=O)NCCOC)c2)n1,1,-3,1
CN1CCN(C(CNC2CC(C)(C)NC(C)(C)C2)c2cccs2)CC1 (stereo unspecified),-8,.,9
COCCNC(=O)c1ccc2c(=O)n(CCOC)c(SCC(=O)c3c[nH]c4ccccc34)nc2c1,3,4,-3
COCCCN(CC(=O)N(CCc1ccc(OC)c(OC)c1)Cc1ccco1)S(=O)(=O)c1ccc(C)cc1,-2,-3,0
CCOC(=O)c1ccc2c(c1)nc(SCc1ccccc1Cl)n2Cc1ccccc1,-7,-7,-5
COc1ccc(C2(C(=O)NCc3c(C)noc3C)CCCC2)cc1,-5,.,-1
Cc1cc(C(=O)NCCc2cn(-c3ccccc3)c3ccccc23)nn1C,-3,.,11

Further compounds follow.
SMILES,hcGAS lum,mcGAS inh,NPYLR7 ag
COc1cccc(C(=O)N2CCCC(OCc3ccc(OC(F)(F)F)cc3)C2)c1 (stereo unspecified),-7,-5,-6
COc1ccc(C(O)C(=O)N(C)Cc2cnc3ccccc3c2)cc1 (stereo unspecified),-4,-19,2
CNC(=O)C1CCC(Cn2c(=O)c3sccc3n(CC(=O)Nc3ccccc3)c2=O)CC1 (stereo unspecified),-4,-7,0
CC(C)Nc1ccnc(N[C@H]2CC[C@@H]3CCC[C@@H]32)n1,-15,-7,.
CCN(CC)c1ccc2c(NC3CCCCC3)nc(=O)oc2c1,-5,.,12
Oc1cc(OCCN2CCOCC2)ccc1-c1[nH]ncc1-c1ccccc1,-7,-11,3
Brc1cccc(-c2nnc(-c3cccc(Br)c3)o2)c1,-1,-7,4
CCOC(=O)c1c(C)n(OC)c2ccc3c(no[n+]3[O-])c12,-8,-7,3
O=C(CSc1nnc(CCn2ccc(=O)[nH]c2=O)o1)NCC1CCCCC1,-8,-7,-2
COC(=O)[C@@H]1CCCN1C(=O)Cc1ccc(N2CCC(NCc3cnc4ccccn34)CC2)cc1,-6,-12,1

(next part)
SMILES,hcGAS lum,mcGAS inh,NPYLR7 ag
CC(CC(N)=O)NCc1ccc(C(C)C)cc1 (stereo unspecified),-8,-14,6
COc1ccc(Cn2ccnc2CN(C(=O)c2ccc(Cl)cc2)c2ccccc2)cc1,-2,-3,14
COc1ccccc1CNCCCCCCNCCCCCCCCNCCCCCCNCc1ccccc1OC,-1,-3,2
CCOCCCN(CC(=O)N(Cc1cccn1Cc1ccccc1Cl)CC(C)C)C(=O)c1cccs1,-1,-6,-3
Cc1nccn1-c1ccc(NC(=O)C2CCCN(Cc3cc4ccccc4o3)C2)cc1 (stereo unspecified),-6&-10,-10,-6&14
CC(C(=O)NCc1ccccc1)N1CCC(c2nc3ccccc3s2)CC1 (stereo unspecified),0,.,-12
CCCC1(C2CCNCC2)NC(=O)N(CCn2ccnc2CC)C1=O (stereo unspecified),-7,-12,17
CC(SCC(=O)NCC#N)c1ccc(OC(F)(F)F)cc1 (stereo unspecified),-6,.,2
COc1cccc2c1OCC(CN1CCCC(Cn3ccnc3C)C1)=C2 (stereo unspecified),-9,-12,5
Cc1nnc(SCc2nc(C(=O)N3CCN(c4ccc([N+](=O)[O-])cc4)CC3)cs2)n1-c1cccc(Cl)c1,-1,2,-2

More compounds
SMILES,hcGAS lum,mcGAS inh,NPYLR7 ag
CC1(C(=O)NC2CCCC2)CCN1C(=O)C1(c2ccccc2)CC1 (stereo unspecified),-3,-2,6
COc1ccc(OC2CCN(C3CCCC3)CC2)c(C(=O)NCc2cc(C)n(C)n2)c1,-5,-10,3
Cc1noc2nc(-c3ccccc3C(F)(F)F)cc(C(=O)O)c12,-3,-16,6
COCCN1CC2=C(C1=O)C(c1cccc(F)c1)NC(=O)N2 (stereo unspecified),-8,.,7
CCc1noc(-c2ccnc(-n3ncc(C(=O)N4CCN(c5ccccc5)CC4)c3C)c2)n1,1,.,-6
Cn1c(C(O)c2ccc3c(c2)OCO3)nc2ccccc21 (stereo unspecified),-4,.,6
Cn1c(=S)[nH]c2cc(Cl)ccc2c1=O,-4,.,4
Cc1ccc(CS(=O)(=O)c2cn(CC(=O)Nc3nc(C)cs3)c3ccccc23)cc1,-6,.,10
CCOC(=O)c1c(Nc2nc(OC)cc(OC)n2)n[nH]c1N,-3,.,-1
COC(=O)c1ccc(C(C)Sc2nc3sccc3c(=O)n2C)o1 (stereo unspecified),6,.,2

Further compounds follow.
SMILES,hcGAS lum,mcGAS inh,NPYLR7 ag
CCC(CC)c1nnc(N)s1,-6,.,0
CCc1ccc(CN2CCCC(c3nn(C)c(=O)n3CC)C2)nc1 (stereo unspecified),-5,.,6
COC(=O)c1cc(NC(=O)CN(C)S(=O)(=O)c2ccccc2)c(F)cc1F,-7,-7,0
CCOC(=O)N1CCCC(C(=O)N(C)Cc2ccc3ccccc3c2)C1 (stereo unspecified),-6,.,-2
Cc1cc(C)cc(OCCN(C)Cc2cc3n(n2)CCNC3)c1,-6,.,18
Cc1ccc(NC(=O)N(Cc2ccc(OS(=O)(=O)c3cccc(C(F)(F)F)c3)cc2)Cc2ccco2)cc1,3,-1,-6
COc1ccc(C(O)=C2C(=O)C(=O)N(c3ccccn3)C2c2cccc([N+](=O)[O-])c2)cc1 (stereo unspecified),7,0,3
CCC1CCCCN1C(=O)CCN1C(=O)c2ccccc2C1=O (stereo unspecified),-1,-3,-4
Cc1ncoc1C(=O)N1CCOC(CC2CCCCC2)C1 (stereo unspecified),-3&-6,-12,-6&18
Cn1c(N)c(C(=O)Cn2cc(C(F)(F)F)cc(Cl)c2=O)c(=O)n(C)c1=O,4,1,-2

Later entries
SMILES,hcGAS lum,mcGAS inh,NPYLR7 ag
COc1cn2c(cc1=O)C(=O)N(CCNC(=O)c1ccc(C(F)(F)F)cc1)CC2,-7,.,13
COc1ccc(OC)c(NC(=O)C2(C)CCN2Cc2ccc(NC(C)=O)cc2)c1 (stereo unspecified),-9,.,7
Cc1cccc(CSc2nnc(C(Cc3ccccc3)NS(=O)(=O)c3ccc([N+](=O)[O-])cc3)n2-c2cc(Cl)ccc2C)c1 (stereo unspecified),-10,-4,-5
CCOc1cccc(C=NNC(=O)c2cc(C3CC3)[nH]n2)c1O,-9,.,17
Clc1ccc(Cc2nc(-c3ccncc3)no2)cc1,-9,-3,-1
CC1(CO)CCCC1Nc1c(F)cc(C#N)cc1F (stereo unspecified),5,.,3
CC1CCN(S(=O)(=O)c2cn(C)c(Cl)n2)c2ccccc21 (stereo unspecified),-9,-16,-5
CN(C)CCCN(C(=O)c1ccc(Br)s1)c1nc2c(Cl)cccc2s1,-4,-7,-1
Cc1ccc(NC(=O)NCC(c2ccco2)N(C)C)cc1 (stereo unspecified),-8,.,6
COc1ccc(-c2cn3nc(SCC(=O)Nc4cc(C)ccc4C)ccc3n2)cc1,-11,.,3

Part of the list above in order of number of heavy atoms, ascending.
SMILES,hcGAS lum,mcGAS inh,NPYLR7 ag
Clc1ccc(Cc2nc(-c3ccncc3)no2)cc1,-9,-3,-1
Cc1ccc(NC(=O)NCC(c2ccco2)N(C)C)cc1 (stereo unspecified),-8,.,6
CN(C)CCCN(C(=O)c1ccc(Br)s1)c1nc2c(Cl)cccc2s1,-4,-7,-1
COc1ccc(OC)c(NC(=O)C2(C)CCN2Cc2ccc(NC(C)=O)cc2)c1 (stereo unspecified),-9,.,7
COc1ccc(-c2cn3nc(SCC(=O)Nc4cc(C)ccc4C)ccc3n2)cc1,-11,.,3
Cc1cccc(CSc2nnc(C(Cc3ccccc3)NS(=O)(=O)c3ccc([N+](=O)[O-])cc3)n2-c2cc(Cl)ccc2C)c1 (stereo unspecified),-10,-4,-5

Next compounds.
SMILES,hcGAS lum,mcGAS inh,NPYLR7 ag
CCCCCC12CCC(CC(=O)O)(CC1)CC2,4,.,3
CCOC(=O)C1CCN(C(c2ccc(OC)cc2)C2Sc3nc(C)nn3C2=O)CC1 (stereo unspecified),-9,.,2
COc1ccc(N2C(=O)CN(C(=O)c3cc(CC(C)C)[nH]n3)CC23CCCC3)cc1,-8,-13,22
CCOC(=O)c1nc2cc(C)c(C)cc2nc1N1CCN(C(=O)c2cc(OC)c(OC)c(OC)c2)CC1,-5,-7,.
COc1ccc(C(=O)N(CC(=O)N(Cc2ccccc2)Cc2ccco2)CC2CCCO2)cc1 (stereo unspecified),-3,-5,-4
CC(=O)Nc1ccc2c(c1)nc(CCn1ccccc1=O)n2C,-1,.,-15
COc1cccc(N2CC(NC(=O)NCCn3c(C)cc4ccccc43)CC2=O)c1 (stereo unspecified),5,4,-2
O=P1(Nc2ccccc2Br)C=C(c2ccccc2)OC(c2ccccc2)=C1,-2,.,18
Cc1ccc2nc(-c3cc(NC(=O)c4ccccc4I)ccc3Cl)oc2c1,1,2,-7
COc1ccccc1N1CCN(C(=O)c2cc(-c3ccccc3Cl)nn2-c2cccc(C)c2)CC1,-8,-4,-4

(continued)
SMILES,hcGAS lum,mcGAS inh,NPYLR7 ag
NC(=O)c1cnn2c(C(F)(F)F)cc(-c3ccccc3)nc12,-2,-3,-10
Cc1cccc(-c2n[nH]c(=S)n2CCC(=O)NC2CCCC2)c1,-7,.,10
CCN(Cc1ccc(OC)c(F)c1)Cc1nc(N)nc(N)n1,-3,.,10
COc1cccc(OCC(=O)N2CCNCC2C(=O)NC2CC2)c1 (stereo unspecified),-3,-16,-5
Cc1csc(SCc2cc(=O)c(OC(=O)c3cc4ccccc4o3)co2)n1,-11,-5,-1
CC1=C(/C=C/C(C)=C/C=C/C(C)=C/CO)C(C)(C)CCC1,3,.,-10
COC(=O)CCc1c(C)nn(-c2ccc(C(=O)NCCOc3ccccc3)cc2)c1C,-4,-3,15
CCOC(=O)c1nn(-c2ccc(Cl)cc2)c(=O)c2c(NC(=O)COc3ccccc3)scc12,-3,-6,10
O=C(NC(c1ccc(Cl)cc1)c1cnccn1)C1CCN(CCc2ccccc2)CC1 (stereo unspecified),-3,-3,10
COc1ccc(-c2ccc(N3CCC(C(=O)NC4CC4)CC3)nn2)cc1,-1,-5,-6

(list continues)
SMILES,hcGAS lum,mcGAS inh,NPYLR7 ag
COCCn1c(C)cc(O)c(C(c2ccc(F)cc2)N2CCN(C)CC2)c1=O (stereo unspecified),-2,.,11
[O-][n+]1ccccc1Oc1ncnc2sc3c(c12)CCCC3,-9,.,31
Cc1ccc(OC2(C(=O)N(C)Cc3cc(C4CC4)n[nH]3)CCNCC2)cc1,-1,-3,5
O=C(NCC1CCCN(Cc2ccc3cccc(F)c3n2)C1)c1cccs1 (stereo unspecified),-9&-3,.,7&-6
Cc1cc2c(c(=O)n1C)C1(C(=O)N(Cc3ccccc3)c3ccccc31)C(C#N)C(=N)O2 (stereo unspecified),-4,-7,1
CCC(C)C(C)N(C(=O)Nc1cc(C(N)=O)ccc1C)C1CC1 (stereo unspecified),-4,-16,4
Fc1ccccc1Cc1noc(CN2CCC(N3CCSCC3)CC2)n1,-2,.,8
CCc1nc2c(OCCOc3ccc(F)cc3)cccn2c1N(C)C(=O)c1cccs1,-3,-1,7
C=C=CCCC(NS(=O)(=O)c1ccc(C)cc1)C(=O)OCC (stereo unspecified),-6,.,-7
CCOC(=O)[C@@H]1[C@@H](O)C(=O)N(Cc2ccccc2)C12CCN(C(=O)c1ccc(F)cc1)CC2,3,-5,20

Further compounds follow.
SMILES,hcGAS lum,mcGAS inh,NPYLR7 ag
COc1cc(OC)cc(C(=O)NCC(=O)N2CCc3sccc3C2)c1,-3,-8,15
Cc1sc2nc(CN3CCC(C)CC3)nc(N3CCN(C(=O)c4ccccc4F)CC3)c2c1C,-5,-6,-9
CCc1nnc(CN(C)CC(=O)N2CCCCCC2)o1,-10,-4,.
CCCc1nc(N(C)Cc2nc(-c3cccnc3)no2)c2cnn(C)c2n1,-2,-15,0
Cc1ccc(C(NC(=O)N2CCOCC2C)C2CC2)cc1 (stereo unspecified),4,.,1
CC1(C(=O)NCCCN2CCCC2=O)CCN1Cc1csc2ccccc12 (stereo unspecified),3,-1,-5
O=C(CNC(=O)NCc1ccc2c(c1)OCCO2)Nc1ccc(Cl)cc1,-4,.,-1
OC(CNC1CCCCC1)CNC1CCCCC1,-14,-6,0

Not a hit list; 0.29% or so of the library scored in one or more.
